# ASAP1 inh = inhibitors of human ASAP1 ArfGAP activity, primary screen, biochemical, fluorescence polarization | Arf-GAP with SH3 domain, ANK repeat and PH domain-containing protein 1 (Homo sapiens), … | ASAP1-stimulated ARF1 GTP hydrolysis, GDP FP detection | inhibition, % at 16.5 µM | 0.19% of 360,000 active | AID 624377, 2012; in the data active = inhibition above about 25%;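 note: 0% = vehicle with enzyme and substrate and 100% = no enzyme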
# FXN GAA850 act = FXN promoter activators, primary screen, cell-based, luciferase luminescence, HEK293 lucGAA850 | 0.56% of 360,000 active | AID 540364, 2011 | HEK293 lucGAA850 FXN promoter luciferase reporter, 24 h; percent of 10 µM SAHA response | activation, % at 6 µM;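 active = activation above the average of all compounds screened plus 3 SD, cutoff fixed separately per campaign, cut at about 7.5% in these data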;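 note: 0% = DMSO wells and 100% = 10 µM SAHA wells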
# ARFGAP1 inh = inhibitors of rat ARFGAP1 GAP activity, primary screen, biochemical, fluorescence polarization, GDP tracer; ADP-ribosylation factor GTPase-activating protein 1 (Rattus norvegicus), Q62848; Arfgap1-stimulated ARF1 GTP hydrolysis, GDP FP detection; inhibition, % at 16.5 µM; 0.26% of 360,000 active;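 active = inhibition above a per-plate limit, mean inhibition of low control wells plus 3 SD, cut at about 25% in these data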;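 note: 0% = DMSO wells with enzyme and 100% = wells lacking Arfgap1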
#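 Assay system: Rat Arfgap1 GAP domain (His6, aa 1-136), purified enzyme | Buffer or medium: HEPES 25 mM pH 7.5, NaCl 150 mM, MgCl2, DTT | Schedule: GTP hydrolysis reaction 2 h at 25 °C | Signal: FP of antibody-bound GDP Alexa 633 tracer, ex 620/em 688 nm | Measure: Percent inhibition of Arfgap1-stimulated GTP hydrolysis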
# rCAG RNA binder = binders of r(CAG) RNA repeats, primary screen, biochemical, fluorescence; inhibition, % at 3 µM; r(CAG) RNA repeat, TO-PRO-1 dye displacement fluorescence; 1.3% of 370,000 active; AID 651821, 2012;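 active = inhibition above the plate cutoff, the mean of all test compounds on that plate plus 3 SD, cut at about 35% in these data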;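 note: 0% = DMSO alone and 100% = 100 µM mitoxantrone as full dye displacement; higher means more dye released from RNA so lower well fluorescence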
# NPR2 activator = human GC-B receptor activators, primary screen, HEK293 GC-B cells, cGMP TR-FRET, EC30 CNP | AID 1920062, 2024 | activation, % at 10 µM | 0.11% of 370,000 active | 0% at EC30 CNP, 100% saturating CNP;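 active = activation at 10 µM reaching about 35% in either raw or pattern-adjusted values, limit read from the data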
# Target sequence (P20594 whole entry, looked up): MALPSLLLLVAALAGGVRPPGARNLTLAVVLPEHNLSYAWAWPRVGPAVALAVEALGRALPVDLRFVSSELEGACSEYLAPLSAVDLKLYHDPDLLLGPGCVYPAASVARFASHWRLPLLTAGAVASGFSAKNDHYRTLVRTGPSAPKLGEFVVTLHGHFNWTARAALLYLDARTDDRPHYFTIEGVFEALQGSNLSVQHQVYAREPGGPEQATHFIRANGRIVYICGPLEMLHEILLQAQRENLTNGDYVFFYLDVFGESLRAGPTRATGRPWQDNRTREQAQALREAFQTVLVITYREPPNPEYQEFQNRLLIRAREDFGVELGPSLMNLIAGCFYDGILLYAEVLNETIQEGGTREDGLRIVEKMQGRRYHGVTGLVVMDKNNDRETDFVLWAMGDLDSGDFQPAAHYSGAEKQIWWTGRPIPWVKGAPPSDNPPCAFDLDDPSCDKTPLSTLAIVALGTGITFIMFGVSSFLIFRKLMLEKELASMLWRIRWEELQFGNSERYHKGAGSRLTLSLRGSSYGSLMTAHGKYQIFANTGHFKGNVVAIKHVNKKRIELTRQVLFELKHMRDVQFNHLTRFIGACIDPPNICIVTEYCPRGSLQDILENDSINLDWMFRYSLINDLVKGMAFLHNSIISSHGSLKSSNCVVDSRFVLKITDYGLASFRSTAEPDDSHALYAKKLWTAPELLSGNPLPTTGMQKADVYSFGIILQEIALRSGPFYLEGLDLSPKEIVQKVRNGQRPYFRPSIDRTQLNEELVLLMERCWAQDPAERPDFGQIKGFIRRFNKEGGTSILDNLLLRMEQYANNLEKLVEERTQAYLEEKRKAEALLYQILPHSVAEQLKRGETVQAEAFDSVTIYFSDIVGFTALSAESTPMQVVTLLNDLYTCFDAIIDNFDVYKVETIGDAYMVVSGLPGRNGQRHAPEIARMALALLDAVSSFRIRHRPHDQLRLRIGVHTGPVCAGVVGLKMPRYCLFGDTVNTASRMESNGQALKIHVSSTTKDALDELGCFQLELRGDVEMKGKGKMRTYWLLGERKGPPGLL
# NPR1 activator = GC-A stimulated cGMP production enhancers – HEK293 GC-A cells, cGMP TR-FRET, EC30 ANP, primary screen; 0.14% of 370,000 active; AID 1671463, 2021; 0% at EC30 ANP, 100% saturating ANP; Atrial natriuretic peptide receptor 1 (Homo sapiens), P16066; activation, % at 10 µM; in the data active = activation above about 40%
# ADAM10 inh = human ADAM10 inhibitors, primary screen, biochemical, QFRET, HTS; inhibition, % at 7 µM; Disintegrin and metalloproteinase domain-containing protein 10 (Homo sapiens), O14672; AID 720582, 2013; recombinant ADAM10, EDANS/DABCYL FRET peptide cleavage, 3 h; 0.62% of 370,000 active;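 active = inhibition above a per-campaign cutoff equal to the mean of compounds falling between control-based bounds plus 3 SD, cut at about 20% in these data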;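 note: 0% = DMSO wells while the 100% control is not disclosed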
# DDE Tn6 FP inh = inhibitors of Tn6 peptide binding to fibrin DD(E), primary screen, biochemical, fluorescence polarization, human fibrin, Tn6 probe; Fibrinogen beta chain (Homo sapiens), P02675; Fibrin DD(E) TRITC-Tn6 fluorescence polarization displacement; inhibition, % at 8.3 µM; 0.21% of 370,000 active; AID 720509, 2013;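 active = inhibition above a per-campaign cutoff: mean of compounds within control limits plus 3 SD, cut at about 15% in these data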;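 note: 0% = median of all compound wells on the plate and 100% = blocking peptide control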
# proKLK7 act = proKLK7 zymogen activators, primary screen, biochemical, fluorescence intensity; Kallikrein-7 (Homo sapiens), P49862; purified proKLK7, EDANS-DABCYL substrate fluorescence; 100% is mature enzyme control, 0% vehicle; activation, % at 7 µM; 0.9% of 370,000 active; AID 652039, 2013;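 active = activation above the mean of all tested compounds plus 3 SD, computed per campaign excluding outliers beyond control limits, cut at about 13% in these data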
# HGIII-sPLA2 inh = human group III sPLA2 inhibitors, primary screen, biochemical, QFRET, BODIPY PC-A2 liposome substrate; AID 743126, 2013; Group 3 secretory phospholipase A2 (Homo sapiens), Q9NZ20; inhibition, % at 12.2 µM; 0.56% of 370,000 active; QFRET BODIPY PC-A2 liposome hydrolysis, fluorescence;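 active = inhibition above mean plus 3 SD of compounds lying within the high and low control bounds, cut at about 19% in these data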;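 note: 0% = median of test compound wells and 100% = no enzyme DMSO wells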
# Starred values were filed as active, the others as inactive; i = inactive; · = no result given.
SMILES,ASAP1 inh,FXN GAA850 act,ARFGAP1 inh,rCAG RNA binder,NPR2 activator,NPR1 activator,ADAM10 inh,DDE Tn6 FP inh,proKLK7 act,HGIII-sPLA2 inh
CC(C)=CC(=O)N1CCCC(N2CCN(c3ccc(F)cc3)CC2)C1 (stereo not given),-5,1.6,-11,-7,0,4,-8,6,-0.1,3
CC1CCC(NC(=O)c2cccc(S(=O)(=O)N3CCN(c4ccc(F)cc4)CC3)c2)CC1 (stereo not given),-2,3.1,1,0,-1,0,-3,-1,-0.3,-1
CCOC(=O)C1CCN(C(=O)c2sccc2Cl)CC1,0,-1.2,1,-3,0,2,3,2,-0.2,18
CNC(=S)N/N=C/c1c(C)nn(-c2cccc(Cl)c2)c1Cl,0,-1.6,6,1,-2,10,3,-2,-0.4,2
COc1ccc(/C=N/NC(=O)c2ccc(NS(=O)(=O)c3cccs3)cc2)cc1,-1,2.4,-3,12,-7,-3,4,-4,0.0,-14
COc1ccc(NC(=O)CN2C(=O)NC(C)(c3ccc(C)cc3)C2=O)cn1 (stereo not given),-8,1.7,8,2,5,3,-5,0,0.1,3
CCN(CC)c1ccc(C(=O)N/N=C/c2ccc(N3CCOCC3)cc2)cc1,-2,1.8,4,0,-3,5,-9,-6,0.9,2
CN(C(=O)COC(=O)c1ccccc1C(=O)N1CCN(c2ccccc2)CC1)c1ccccc1,7,-2.3,-15,-14,0,-3,-10,2,-0.7,-1
Cc1ccc(CNC(=O)c2cc(-c3ccccc3)nn2CC2CC(c3cccc([N+](=O)[O-])c3)=NO2)cc1 (stereo not given),10,0.6,2,12,0,-4,-6,3,0.4,8
CCOC(=O)c1c(CN2CCCCC2)n(C)c2cc(Br)c(OC)cc12,1,-0.3,-8,-7,-9,-6,6,1,0.5,1
O=C(COc1ccc2c(c1)OCO2)Nc1cccc(F)c1,7,1.6,-2,-1,4,0,-1,6,-0.2,4
COCCn1nnnc1SCC(=O)N1CCCCC1,15,-1.7,-2,-2,1,1,-2,-5,-0.4,3
O=C1O[C@@H](c2ccccc2)C[C@@H](O)[C@H](O)CCc2ccccc21,-10,·,-3,2,-2,-4,-12,11,-0.3,8
COc1ccc(C(=O)/C=C/Nc2cccc(C)n2)cc1OC,-7,11*,-3,3,2,11,-126,3,-0.4,-5
c1ccc2c(c1)CCN(c1ncnc3c1[nH]c1ccccc13)C2,11,-5.0,3,7,29,25,-80,-5,-0.9,-11
Cc1cc(C(=O)CN2CCC(C)CC2)c(C)n1-c1ccc(F)cc1,12,3.6,-5,-4,-2,2,1,-4,-0.3,4
O=C(Cc1nc2ccccc2[nH]1)N/N=C/c1ccccc1,3,2.6,-4,10,0,0,-487,2,-3.9,-11
CC1CCCCC1NC(=O)CN1C(=O)NC(C)(c2cccc(Br)c2)C1=O (stereo not given),11,-0.4,-2,2,3,1,-6,-6,0.6,0
CCOC(=O)C(NC(=O)Nc1ncccn1)(Oc1ccccc1)C(F)(F)F (stereo not given),-13,0.3,-5,0,-10,1,-2,1,0.5,1
CCOC(=O)CSc1ncc(OC)c(Sc2ccc(OC)cc2)n1,-5,-1.7,12,-6,-4,0,4,2,0.0,-8
CCCc1cc(=O)oc2c(CN3CCN(C)CC3)c(O)ccc12,0,1.1,-4,-3,0,4,i,4,46*,1
Cc1ccccc1S(=O)(=O)N1C[C@@H]2C(C(=O)C[C@@H]3C(=O)N(C)C(=O)[C@@H]32)[C@@H]1c1ccc(Cl)cc1 (stereo not given in full),2,·,2,8,-21,-11,-19,2,0.8,-16
CCc1nnc(SCCSc2nnc(CC)n2N)n1N,-12,1.2,-9,0,3,0,3,-1,0.0,1
O=C(OC12CCCN(C1)/C(=C/c1ccccc1)C2)C1CCCCC1 (stereo not given),·,·,·,4,-4,-1,-20,-5,0.0,9
CC1CN(C(C)C)C(C)CC1OC(=O)c1ccccc1 (stereo not given),9,0.1,5,-1,0,-3,-2,0,-0.4,0
C[C@H](NC(=O)Nc1ccccc1F)C(=O)O,7,2.8,0,0,6,3,-5,3,-0.2,6
COc1ccccc1CNC(=O)C1CCC(CNS(=O)(=O)c2ccccc2)CC1 (stereo not given),5,-1.0,-4,-4,5,-3,-6,-3,-0.1,-3
O=C(O)CCC(=O)Nc1ccc(/C=C/C(=O)C2CC2)cc1,2,4.2,12,1,2,-3,-74,4,1.2,0
CCSc1ccccc1C(=O)N1CCN(Cc2ccc3c(c2)OCO3)CC1,-15,1.3,8,-5,-1,4,0,-4,0.2,-2
COc1ccc(CNc2ccc(Br)cc2)cc1,-2,2.6,1,1,-1,6,10,12,0.5,9
CN(Cc1ccccc1)C1(CNC(=O)CCC(F)(F)F)Cc2ccccc2C1,-8,-3.0,-16,-6,-5,-1,-2,4,0.2,2
N#Cc1c(N)nc2c3c(sc(=N)c2c1N)NC(=O)CC3c1c(F)cccc1Cl (stereo not given),3,3.0,-1,25,-24,-29,-13,5,0.1,2
Clc1ccc(N2CCN(c3ccnc(Cl)n3)CC2)cc1,-5,1.9,-8,-7,-1,-3,1,10,0.6,1
CC(=O)c1ccc(NC(=O)CSc2nnc(C3CC3)n2C2CC2)cc1,-3,2.2,-8,3,0,-3,-12,0,-0.2,4
CCOC(=O)N(C)C[C@H]1OCc2cnnn2CCCC(=O)N([C@H](C)CO)C[C@@H]1C,3,·,5,0,10,0,-7,1,-0.2,11
Cc1nc(SCC(=O)c2cc3ccccc3oc2=O)c(C#N)c(C)c1C(=O)Nc1ccccc1,2,·,10,9,-4,-4,-6,-10,0.3,1
Cc1ccc(C(=O)N2CCCC2)c(F)c1F,0,1.1,5,-1,1,-2,4,2,-0.3,-4
CN(C)S(=O)(=O)c1ccc(Cl)c(C(=O)Nc2ccc(S(=O)(=O)N3CCOCC3)cc2)c1,4,1.5,1,8,4,1,5,-7,0.3,5
CCC(=O)Nc1cccc(NC(=O)c2ccc3c(c2)OCCO3)c1,6,1.5,0,-2,-3,0,-3,0,-0.4,0
CNC(=S)SCCOc1ccccc1C,-8,-0.2,-3,-2,0,5,2,-7,-1.4,2
CCNC(=S)NS(=O)(=O)c1ccc(Cl)cc1,13,-0.3,1,1,1,11,-1,4,0.7,7
CCOc1cccc(CN2CCN(CCc3ccccc3)C(CCO)C2)c1O (stereo not given),-10,2.1,15,-8,-4,-3,-9,-12,-0.2,-1
CCOC(=O)c1c(-c2ccccc2)nnn1-c1nc(OCC)nc(N2CCCCC2)n1,-1,-6.0,-1,-9,7,-3,-2,5,-0.3,-3
Cc1onc(-c2c(Cl)cccc2Cl)c1C(=O)c1ccccc1,10,-0.1,-7,-4,0,-8,-3,-7,-0.2,4
OC1(c2ccccc2F)CCN(Cc2nnc(-c3ccccc3)o2)CC1,0,0.6,8,-1,-1,2,-6,-4,0.2,0
Cc1ccc(NC(=O)CN(C)CC(=O)Nc2ccc(F)c(Cl)c2)cc1,3,3.1,-13,0,-5,4,0,1,-0.4,-11
Cc1ccc(NC(=O)c2ccc3ccccc3n2)nc1,7,6.4,5,6,0,0,0,-9,0.0,1
COc1ccc(OCC(=O)NC(CC(=O)O)c2ccc(OC)c(OC)c2)cc1 (stereo not given),0,3.3,4,4,-1,3,14,1,-0.4,4
CCCCCCOc1ccc(OC(=O)c2ccncc2)cc1,0,3.5,1,-4,-2,7,2,6,-0.6,1
Cc1cc(C)c2c(c1)N[C@H](c1cccs1)[C@@H]1CCO[C@H]21,13,-1.3,5,-7,-3,-4,-1,-2,-0.2,-1

# Following part.
SMILES,ASAP1 inh,FXN GAA850 act,ARFGAP1 inh,rCAG RNA binder,NPR2 activator,NPR1 activator,ADAM10 inh,DDE Tn6 FP inh,proKLK7 act,HGIII-sPLA2 inh
NNC(=O)c1c(O)c2cccc3c2n(c1=O)CCC3,10,0.3,-2,2,5,4,1,2,0.5,0
CSCCC(NC(=O)c1ccccc1Cl)C(=O)N1CCCC(C)C1 (stereo not given),2,1.4,-6,-6,-4,1,-3,3,-0.2,14
CCc1c(C)nc2ncnn2c1Nc1ccc(C)c(C)c1,4,1.5,-10,-2,-3,14,6,3,0.2,1
Nc1cc(=O)nc(SCC(=O)Nc2ccccc2)n1-c1ccccc1,-6,0.2,3,6,-2,1,0,1,-0.4,8
CSc1nsc(SCC(=O)N2CCc3ccccc32)n1,3,0.7,8,-2,1,0,-4,3,-0.8,6
Cc1cc(F)ccc1NCc1cc2c(cc1[N+](=O)[O-])OCO2,14,0.9,-2,10,4,-3,-2,-2,0.0,8
CNc1nc(Sc2ccccc2)cc(C(F)(F)F)n1,1,7.2,-3,-1,-2,3,-2,8,0.9,-2
COc1cc(/C(C)=N/N2CCN(c3ccccc3OC)CC2)ccc1O,-17,4.0,1,-3,2,-2,-1,12,-0.4,4
CC(=O)NCCn1c(SCc2ccc(C)cc2C)nc2ccccc2c1=O,6,2.3,-2,19,-7,-5,6,-2,-0.1,-3
CCN(CC)S(=O)(=O)c1ccc(/C=C/C(=O)OCC(=O)NCc2ccco2)cc1,1,1.2,-5,18,-5,1,-7,6,0.2,2
CC(C)(C)C1=CC(=Nc2ccccc2N)C=C(C(C)(C)C)C1=O,-8,6.0,0,-2,-2,-9,-11,-5,0.6,-5
COC(=O)C1=C(O)CSC1=Nc1ccccc1,2,1.8,5,-3,6,2,-7,4,0.5,4
C[C@H]1CC[C@@]2(O[C@H](CCO)C[C@@H](O)[C@@H]2O)O1,1,3.5,-3,0,1,0,13,-3,0.9,1
CCN(c1ccccc1)S(=O)(=O)c1ccc(C(=O)Nc2nnc(COC)o2)cc1,0,-1.3,8,27,5,-1,11,-12,-0.2,-11
COc1ccc(S(=O)(=O)N(C)C)cc1NC(=O)COC(=O)c1n[nH]c2ccccc12,8,-2.6,3,9,4,5,-5,0,0.6,-34
O=C(NCCc1ccccc1)/C(=C\c1ccc([N+](=O)[O-])cc1)NC(=O)c1ccco1,-8,-2.7,9,3,-1,3,9,7,-0.3,-1
CCCCOP(=O)(c1ccc(N(C)C)cc1)C(O)c1c(Cl)cccc1Cl (stereo not given),-8,16*,8,-5,-2,-6,5,-3,0.6,-5
CC(=O)NCCc1nc2ccccc2[nH]1,2,0.0,5,1,1,27,-8,3,-0.3,2

# Screening results as filed in PubChem BioAssay.
